RORg inh = inhibitors of mouse ROR gamma transcriptional activity; Drosophila S2 Gal4-RORgamma UAS-luciferase reporter, 20 h; Potency, µM (doses to about 53.6 µM), inactives show at the top dose activity change, negative = inhibition, most hits filed as inhibitors; actives 5.4% (n = 310,000); AID 2551; also: potency is read from the fitted curve at half-maximal effect; % is scaled to controls: 0 for no effect and ±100 for the full control effect; nearly all actives have a fitted effect of over 60% in size
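Luminescence from a UAS-regulated Photinus luciferase reporter in stably transfected Drosophila Schneider cells is measured; decreased signal marks ROR gamma inhibition. Fusion expression is induced by 700 uM copper sulfate for 20 hr.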
PKM2 activator = increases activity of human pyruvate kinase M2 | P14618 | purified PKM2, Kinase-Glo ATP luminescence, activation; response scale: 0% is enzyme alone, no compound | Potency, µM (doses to about 57.5 µM), without a hit: at the top dose activation, hits mostly activators | actives 0.34% (n = 260,000) | AID 1631; also: potency is read from the fitted curve at half-maximal effect; % is scaled to controls: 0 for no effect and ±100 for the full control effect; nearly all actives have a fitted effect of over 55% in size
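hPK-M2, >95% pure; 0.1 mM ADP / 0.5 mM PEP final; imidazole pH7.2 buffer w/ 7 mM MgCl2, 50 mM KCl; 1 h RT; Kinase-Glo lum. Intermediate enzyme activity for dual inhibitor/activator qHTS.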
Mito fusion act = inhibitors of mitochondrial division or activators of mitochondrial fusion; Potency, µM (series often up to 46.1 µM), for the others: at the top dose growth rescue (activation), hits mostly activators; S. cerevisiae fusion-defective mutant growth rescue, CellTiterGlo 48 h; actives 0.23% (n = 320,000);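 also: potency is read from the fitted curve at half-maximal effect; % of control where 0% means no effect; nearly all actives have a fitted effect of over 45% in size; temperature-sensitive fusion mutants such as fzo1-1 at 37 °C on non-fermentable ethanol glycerol medium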
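Read-out: ATP-based luminescence (CellTiterGlo, 10 min ambient) reporting growth of fusion-defective ts yeast after 48 hours at 37C on glycerol/ethanol YPEG medium in the presence of compound.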
FLuc counter = firefly luciferase modulation, counter-screen for miR-21 project | P08659 | purified FLuc, Km substrates, luminescence inhibition | Potency, µM (top dose mostly 57.5 µM), for inactives: at the highest dose activity change, negative = inhibition, actives largely listed as inhibitors | actives 6.9% (n = 360,000);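 also: potency is read from the fitted curve at half-maximal effect; plate controls were vehicle for no effect and reference inhibitor for full effect; nearly all actives have a fitted effect of over 55% in size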
Target sequence (P08659 whole entry, looked up): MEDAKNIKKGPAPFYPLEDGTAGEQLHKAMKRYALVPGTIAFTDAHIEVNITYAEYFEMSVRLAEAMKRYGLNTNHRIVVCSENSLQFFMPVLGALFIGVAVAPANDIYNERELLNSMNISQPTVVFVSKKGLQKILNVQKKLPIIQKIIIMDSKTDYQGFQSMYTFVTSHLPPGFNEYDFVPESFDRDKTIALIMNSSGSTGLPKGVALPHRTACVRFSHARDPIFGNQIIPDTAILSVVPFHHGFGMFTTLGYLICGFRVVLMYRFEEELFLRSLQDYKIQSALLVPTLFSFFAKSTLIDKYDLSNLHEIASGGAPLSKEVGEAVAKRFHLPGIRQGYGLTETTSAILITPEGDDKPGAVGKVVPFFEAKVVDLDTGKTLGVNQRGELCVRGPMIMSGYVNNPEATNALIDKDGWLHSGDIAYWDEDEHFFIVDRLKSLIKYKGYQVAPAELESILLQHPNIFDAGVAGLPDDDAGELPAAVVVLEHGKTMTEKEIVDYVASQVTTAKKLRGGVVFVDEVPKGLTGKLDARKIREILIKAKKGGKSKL
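Biochemical qHTS of compounds, final roughly 60 µM downward over six points, against 10 nM purified firefly luciferase using Km concentrations of substrates (10 uM D-luciferin, 10 uM ATP) in Tris acetate pH 7.5 buffer; luminescence output.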
Menin MLL FP TR = inhibitors of human menin-MLL interaction, mutant MLL peptide | O00255 | Menin + Texas Red MLL mutant peptide, fluorescence polarization | Potency, µM (series often up to 61.6 µM), inactives show top-dose FP activity change, negative = inhibition, most hits filed as inhibitors | actives 0.23% (n = 270,000); active = well fitted inhibition curve with a large enough effect in the polarisation, with a control signal flat, not every such curve was filed as active; inconclusive = small, poorly fitted or top-dose-only effect, or effect the other way, or a change in a side signal; inactive = no such curve, though single readings can be large or run the other way; the % refers to the polarisation; also: potency is read from the fitted curve at half-maximal effect; % of control where 0% means no effect; many of its hits are not listed in these tables
VP16 counter = inhibits Gal4-VP16 luciferase reporter, ROR gamma counter-screen. Drosophila S2 Gal4-VP16 UAS-luciferase, luminescence, 20 h. Potency, µM (titrated, usually from 53.6 µM), for inactives: top-dose activity, negative = inhibition, usual class: inhibitors. actives 3.5% (n = 310,000). AID 2546;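 also: Gal4-VP16 expression switched on by copper sulfate through the metallothionein promoter; potency is read from the fitted curve at half-maximal effect; % is scaled to controls: 0 for no effect and ±100 for the full control effect; nearly all actives have a fitted effect of over 50% in size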
NPC1 prom act = activators of NPC1 promoter; Huh7 NPC1 promoter luciferase reporter, 24 h; Potency, µM (top dose mostly 9.22 µM), for inactives: top-dose activation, actives largely listed as activators; actives 2.4% (n = 320,000); AID 485313;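 also: potency is read from the fitted curve at half-maximal effect; % of control where 0% means no effect; nearly all actives have a fitted effect of over 60% in size; reporter is driven by a mutant NPC1 promoter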
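Luminescence from an NPC1 promoter-driven luciferase reporter in stably transfected Huh7 cells was measured after 24 h compound treatment at 37 °C, followed by 10 min ambient incubation with luciferase detection reagent.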
Rab9 prom act = Rab9 promoter activation; Huh7 Rab9 promoter-luciferase reporter, luminescence, 24 h; Potency, µM (top dose mostly 9.22 µM), for the others: at the highest dose activation, negative = inhibition, actives largely listed as activators; actives 2.8% (n = 320,000); also: potency is read from the fitted curve at half-maximal effect; % of control where 0% means no effect; nearly all actives have a fitted effect of over 60% in size
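Luminescence read-out: Huh7 cells stably expressing Rab9-luciferase, treated 24 h with compound at 37 °C, then lysed with luciferase reagent for 10 min at ambient before reading.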
KCNH2 3.1 block = KCNH2 3.1 (human) potassium channel inhibition | AID 720553 | U2OS KCNH2 3.1, thallium flux FluxOr; hits give low values | activity change, % (tested at about 1.8 µM) | actives 0.95% (n = 340,000);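 active = maximum activity change below -70%; inconclusive = maximum activity change from -70% to -50%; inactive = maximum activity change above -50%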;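 also: thallium influx rate constant from kinetic fluorescence after stimulation buffer; % is scaled to controls: 0 for no effect and ±100 for the full control effect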
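Virally transduced U2OS (3.1 isoform, 4 h infection in dark at RT) → overnight 37 C → FluxOr + Red40 in HBSS/HEPES, 45 min → stimulation buffer, 2 min kinetic read → rate constant vs DMSO controls.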
MBNL1-CUG inh = MBNL1-poly(CUG) RNA binding inhibition; Q9NR56; TR-FRET MBNL1-His/biotin-(CUG)12 binding, 665/545 ratio; Potency, µM (highest dose often 57.5 µM), inactives show at the top dose activity change, negative = inhibition, hits mostly inhibitors; actives 0.036% (n = 280,000); active = well fitted inhibition curve with a large enough effect in the signal ratio, with a control signal flat, not every such curve was filed as active; inconclusive = small, poorly fitted or top-dose-only effect, or effect the other way, or a change in a side signal; inactive = no such curve, though single readings can be large or run the other way; the % refers to the signal ratio; also: potency is read from the fitted curve at half-maximal effect; % is scaled to controls: 0 for no effect and ±100 for the full control effect
Target sequence (Q9NR56 whole entry, looked up): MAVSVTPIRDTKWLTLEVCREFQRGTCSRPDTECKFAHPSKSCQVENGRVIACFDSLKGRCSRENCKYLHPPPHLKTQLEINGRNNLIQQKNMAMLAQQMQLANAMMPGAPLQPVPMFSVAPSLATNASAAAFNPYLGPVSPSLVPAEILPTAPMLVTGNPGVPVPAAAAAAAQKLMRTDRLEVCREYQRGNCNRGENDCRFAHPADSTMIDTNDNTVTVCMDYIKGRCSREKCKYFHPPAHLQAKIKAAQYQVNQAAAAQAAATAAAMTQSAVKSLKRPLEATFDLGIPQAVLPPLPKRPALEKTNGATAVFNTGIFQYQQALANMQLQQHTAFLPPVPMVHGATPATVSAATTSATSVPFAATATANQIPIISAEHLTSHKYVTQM
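Compound titration spanned 92 nM–58 uM against the MBNL1-His/biotin-(CUG)12 complex. After 60 min at room temperature with 5 nM streptavidin-XL665 and 0.055 ng/ul terbium anti-His, ratiometric 665/545 nm emission (Ex 340 nm) normalized to controls.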
ELG1 DNA repair = ELG1-dependent DNA repair inhibition. HEK293T ELG1-luciferase reporter, luminescence, 16 h; DNA damage induced by 5-fluorouridine. Potency, µM (top dose mostly 46.1 µM), without a hit: at the top dose activity change, negative = inhibition, hits mostly inhibitors. actives 2.3% (n = 330,000). AID 504467; also: potency is read from the fitted curve at half-maximal effect; % is scaled to controls: 0 for no effect and ±100 for the full control effect; nearly all actives have a fitted effect of over 55% in size
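In this reporter screen, reduction of luminescence relative to DMSO vehicle indicated activity. Compounds and 5-fluorouridine were added together to 2,000 cells per well, incubated for 16 hr at 37 °C, then developed with ONE-Glo.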
* = called active by the depositor; ? = inconclusive; . = no result given; & = joins results of further samples; [ ] = remark or other dose. Unless noted, calls follow the shape of the dose curve; as a rule, active = well fitted curve in the direction sought with a large enough effect; inconclusive = small, poorly fitted or top-dose-only effect, or another doubt; inactive = no such curve, though single readings can be large; an effect the other way counts as inactive or inconclusive. An excerpt; rates above refer to the full screens.

Below each compound: RORg inh, PKM2 activator, Mito fusion act, FLuc counter, Menin MLL FP TR, VP16 counter, NPC1 prom act, Rab9 prom act, KCNH2 3.1 block, MBNL1-CUG inh, ELG1 DNA repair
CNC(=O)c1csc(-c2ccc(Cl)cc2)n1
  ?, 1.4%, 4.4%, ?, -3.2%, 1.4%, 10.5%, ?, -2.6, -5.6%, ?
CCNC(=O)COC(=O)c1ccc(-n2nc(C)cc2C)cc1
  13.6%, -2.0%, -11.2%, 4.8%, 2.9%, 2.6%, 1.5%, -2.5%, 15.4, -1.4%, 10.3%
OCCNC(=S)NCCc1ccccc1
  -10.2%, 0.4%, -1.4%, -1.1%, 1.2%, 16.0%, -0.6%, 5.6%, 4.6, 6.2%, 0.4%
COc1ccc(CCNC(=O)CSCc2ccc([N+](=O)[O-])cc2)cc1
  -2.2%, 7.0%, 3.9%, -0.7%, -12.4%, 13.2%, -0.8%, -3.7%, 6.1, ?, -16.7%
O=C(CN1CCOCC1)NN1CC(=O)N(c2ccc(Cl)cc2)CC1=O
  -4.9%, 3.7%, -3.1%, -1.6%, ., -8.4%, -1.3%, -9.5%, 12.3, -1.1%, -5.3%
CC(C)(C)c1cc2cccnc2n1Cc1ccccc1
  -37.1%, 1.0%, -0.4%, -1.1%, ?, -6.0%, -2.3%, 10.2%, -25.9, 0.3%, -2.0%
Cc1ccc(Nc2cc(C)c3ccc(O)cc3n2)cc1C
  -3.4%, 4.8%, -28.9%, 16.9µM*, ., ?, 2.8%, 1.0%, -9.5, -14.0%, ?
COc1ccc(NC(=O)[C@@H](NC(=O)N2C[C@H]3C[C@@H](C2)c2cccc(=O)n2C3)C(C)C)cc1OC
  14.6%, -1.5%, 0.2%, 0.9%, -4.1%, -12.6%, 1.4%, 9.1%, -0.2, 2.6%, -29.6%
O=C(Nc1ccc2c(c1)OCO2)C(c1ccc(Cl)cc1)N1CCN(C(=O)c2ccco2)CC1 (centres undefined)
  3.2%, -1.8%, -3.0%, -4.9%, -19.6%, -4.4%, -0.3%, -3.9%, -9.6, 2.8%, -10.0%
O=C(CN1CCN(Cc2ccc(Cl)cc2)CC1)N/N=C/c1cccs1
  ?, 2.0%, -3.2%, 6.7%, ., ?, -2.1%, 1.6%, -12.1, 2.9%, 0.0%
COc1ccc(C2C(C(=O)N3CCN(c4ccccn4)CC3)CCC(=O)N2c2cc(OC)c(OC)c(OC)c2)cc1 (centres undefined)
  -33.1%, 3.3%, -1.4%, -1.6%, 2.2%, 4.9%, -15.1%, 0.0%, -2.2, ., -7.5%
COc1ccc(CCn2c(C)cc(C(=O)CSc3nnc(N)s3)c2C)cc1
  0.8%, -2.1%, -7.6%, -12.5%, -10.1%, -3.0%, 0.6%, 0.4%, -12.7, 4.1%, ?
COc1ccc(COc2cccnc2N)cc1
  30.6%, -17.8%, -1.7%, ?, ., 1.0%, ?, ?, -5.0, -14.1%, ?
C=CCNCCCOc1ccc(C(C)(C)c2ccccc2)cc1
  -26.3%, -17.1%, -14.8%, 1.7%, -12.4%, -14.9%, -0.7%, -1.3%, -7.9, -21.6%, 3.8%
O=C(OCC(=O)N1CCCC1=O)c1cccc([N+](=O)[O-])c1
  16.6%, -0.8%, -4.1%, -0.9%, -5.8%, -24.1%, -0.6%, 16.0%, 24.0, ?, 12.2%
CSc1ccc(C(=O)C2CCCN(C(=O)CCn3cncn3)C2)cc1 (centres undefined)
  14.3%, 2.2%, 3.1%, 0.5%, -17.9%, -0.5%, 4.0%, 9.7%, -2.6, -2.9%, -13.3%
Cn1c(N2CCN(C(=O)C34CC5CC(CC(C5)C3)C4)CC2)nc2ccccc21
  5.0%, -9.1%, 1.6%, 5.3%[2.3 µM], -17.0%, -0.4%, -0.3%, -0.9%, ., 1.0%, -1.6%
Cc1ccc(N(CC(=O)NCc2ccncc2)S(C)(=O)=O)cc1Cl
  3.0%, -13.9%, -3.7%, 8.1%, 23.1%, -16.1%, -1.0%, 10.5%, 5.3, -11.1%, 16.1%
CCC(=O)N1c2ccc(S(=O)(=O)N3CCN(c4ccccc4Cl)CC3)cc2CC1C (centres undefined)
  23.4%, ., 14.2%, 2.2%&-10.6%, ., 1.7%, 2.5%, -2.4%, 2.7, 1.6%, -1.4%

An excerpt from above in order of the RORg inh value, falling:
canonical_smiles,RORg inh
CCC(=O)N1c2ccc(S(=O)(=O)N3CCN(c4ccccc4Cl)CC3)cc2CC1C (centres undefined),23.4%
C=CCNCCCOc1ccc(C(C)(C)c2ccccc2)cc1,-26.3%
COc1ccc(C2C(C(=O)N3CCN(c4ccccn4)CC3)CCC(=O)N2c2cc(OC)c(OC)c(OC)c2)cc1 (centres undefined),-33.1%

Reprinted from the entries so far, five compounds:
Below each compound: RORg inh, PKM2 activator, Mito fusion act, FLuc counter, Menin MLL FP TR, VP16 counter, NPC1 prom act, Rab9 prom act, KCNH2 3.1 block, MBNL1-CUG inh, ELG1 DNA repair
COc1ccc(COc2cccnc2N)cc1
  30.6%, -17.8%, -1.7%, ?, ., 1.0%, ?, ?, -5.0, -14.1%, ?
C=CCNCCCOc1ccc(C(C)(C)c2ccccc2)cc1
  -26.3%, -17.1%, -14.8%, 1.7%, -12.4%, -14.9%, -0.7%, -1.3%, -7.9, -21.6%, 3.8%
O=C(OCC(=O)N1CCCC1=O)c1cccc([N+](=O)[O-])c1
  16.6%, -0.8%, -4.1%, -0.9%, -5.8%, -24.1%, -0.6%, 16.0%, 24.0, ?, 12.2%
CSc1ccc(C(=O)C2CCCN(C(=O)CCn3cncn3)C2)cc1 (centres undefined)
  14.3%, 2.2%, 3.1%, 0.5%, -17.9%, -0.5%, 4.0%, 9.7%, -2.6, -2.9%, -13.3%
Cn1c(N2CCN(C(=O)C34CC5CC(CC(C5)C3)C4)CC2)nc2ccccc21
  5.0%, -9.1%, 1.6%, 5.3%[2.3 µM], -17.0%, -0.4%, -0.3%, -0.9%, ., 1.0%, -1.6%
